Bioassay records (PubChem BioAssay)
mlh1 rad18: NCI yeast anticancer drug screen, S. cerevisiae mlh1 rad18 strain. % growth inhibition at 50 µM. hit rate 11% among 79,000. AID 175;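 also: 0% = growth of vehicle-only cultures of the same strain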
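Cells of a genetically altered yeast strain, deficient in DNA damage repair, were treated with compound. Their growth was then compared with that of vehicle-treated cultures to give inhibition.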
yeast bub3: NCI yeast anticancer drug screen, S. cerevisiae bub3 mutant strain. growth inhibition, % at 50 µM. hit rate 9.9% among 78,000;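 also: 0% = growth of vehicle-only cultures of the same strain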
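Screening used yeast with an engineered genetic alteration affecting cell cycle control. Compound-exposed cultures were compared with vehicle cultures, and reduced growth was taken as inhibition.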
yeast rad50: NCI yeast anticancer drug screen, S. cerevisiae rad50 strain; % growth inhibition at 50 µM; hit rate 10% among 79,000; AID 155;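 also: 0% = growth of vehicle-only cultures of the same strain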
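Vehicle-treated cultures provide the reference for the growth inhibition reported for compound-exposed, repair-deficient yeast.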
yeast mec2-1: NCI yeast anticancer drug screen, S. cerevisiae mec2-1 strain; growth inhibition, % at 50 µM; hit rate 9% among 79,000; AID 157;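 also: 0% = growth of vehicle-only cultures of the same strain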
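Readout is yeast growth inhibition, normalised to vehicle-treated controls, in the mec2-1 strain exposed to compound.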
cln2 rad14: NCI yeast anticancer drug screen, S. cerevisiae cln2 rad14 strain; hit rate 8.3% among 78,000; growth inhibition, % at 50 µM;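 also: 0% = growth of vehicle-only cultures of the same strain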
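Yeast strain cln2 rad14, bearing defects in cell cycle control and DNA repair, serves as the test system; values reflect growth inhibition compared with vehicle.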
yeast sgs1 mgt1: NCI yeast anticancer drug screen, S. cerevisiae sgs1 mgt1 strain; hit rate 10% among 78,000; AID 161; growth inhibition, % at 50 µM;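 also: 0% = growth of vehicle-only cultures of the same strain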
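Growth of a repair-deficient yeast mutant was monitored after compound treatment and expressed as inhibition relative to vehicle-treated cultures.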
The depositor's hits bear a star; & = joins results of further samples. Rule as the data show it: active = growth inhibition above about 70%; inactive = the rest.

Letters: A = mlh1 rad18; B = yeast bub3; C = yeast rad50; D = yeast mec2-1; E = cln2 rad14; F = yeast sgs1 mgt1
CCOC(=O)CCCN(c1ccc(OC)c(OC)c1)S(=O)(=O)c1ccc(C)cc1
  A: 34 | B: 16 | C: 32 | D: 13 | E: 19 | F: 43
O=C1c2ccc(-c3ccccc3)cc2C(=O)c2cc3c(cc21)OCO3
  A: -9 | B: -44 | C: -6 | D: -1 | E: -19 | F: -10
Cc1cccc(-c2nn[nH]n2)n1
  A: -19 | B: -3 | C: -7 | D: -13 | E: -13 | F: -11
Cc1sc2nc3n(c(=O)c2c1C)N=CN(c1ccc(Cl)cc1)C3
  A: -45 | B: 0 | C: 6 | D: 5 | E: -3 | F: 8
C=CCOc1ccn(CC=C)c(=O)n1
  A: -2 | B: 1 | C: -7 | D: 40 | E: -38 | F: 15
CC(=O)Nc1cc(Cl)cc2[nH]c(C)nc12
  A: 37 | B: 13 | C: 17 | D: -3 | E: 0 | F: -1
NNS(=O)(=O)c1ccc(N)cc1
  A: 5 | B: 19 | C: 6 | D: 1 | E: -35 | F: -5
O=[N+]([O-])c1cn[n+]([O-])c2ccccc12
  A: 92* | B: 90* | C: 89* | D: 92* | E: 92* | F: 90*
COc1ccc(CCNC(=O)[C@H]2CCCC[C@@H]2CCO)cc1OC
  A: -9 | B: -43 | C: 16 | D: 11 | E: 3 | F: -47
Nc1ccc(Cl)nc1
  A: 4 | B: 0 | C: -23 | D: 0 | E: -30 | F: 26
CCCOC(=O)/C=C(\Cl)C(=O)OCCC
  A: -6 | B: -46 | C: -1 | D: 4 | E: -23 | F: 1
CS(=O)(=O)OCCN(CCOS(C)(=O)=O)c1ccc(C=Nc2cccc(Br)c2)c(Cl)c1
  A: 69 | B: 7 | C: 42 | D: -2 | E: -50 | F: 2
OCC(O)C1OC(OC2CCCCC2)C(O)C(O)C1O (configuration not stated)
  A: 39 | B: 68 | C: 3 | D: 55 | E: -3 | F: 6
C#CCCOC(=O)c1ccccc1OC(C)=O
  A: 5 | B: 7 | C: -1 | D: -10 | E: 12 | F: -2
Cn1c2ccccc2c2nn3cnnc3nc21
  A: -2 | B: 22 | C: 18 | D: 41 | E: 26 | F: -3
O=CNC(NC=O)c1ccccc1[N+](=O)[O-]
  A: 29 | B: 52 | C: 30 | D: 21 | E: 1 | F: 30
O=C(O)CNC(=O)COc1cc(Cl)c(Cl)cc1Cl
  A: -12 | B: 6 | C: -15 | D: 13 | E: 2 | F: 9
CC(=O)OC1C(COS(=O)(=O)c2ccc(C)cc2)OCOC(COS(=O)(=O)c2ccc(C)cc2)C1OC(C)=O (configuration not stated)
  A: 18 | B: -1 | C: 0 | D: 4 | E: -26 | F: -1
CCCCCC/C(C)=C\C(=O)OCC
  A: 14 | B: -1 | C: 22 | D: 9 | E: 0 | F: 28
CCN(CC)c1ccc(/C=C\c2c(C)cnc3ccccc23)cc1
  A: -9 | B: 35 | C: 9 | D: 10 | E: -24 | F: 18
CCCCCCCCCC(=O)CC(=O)c1ccc(O)cc1O
  A: 88* | B: 89* | C: 87* | D: 90* | E: 89* | F: 90*
CCOC(=O)C(NC(C)=O)[CH](c1ccc(OC)cc1)[Sn]([c]1ccccc1)([c]1ccccc1)[c]1ccccc1 (configuration not stated)
  A: 85* | B: 47 | C: 49 | D: 58 | E: 99* | F: 48
O=[N+]([O-])CC(SCc1ccccc1)c1ccc2c(c1)OCO2 (configuration not stated)
  A: 89* | B: 92* | C: 90* | D: 92* | E: 90* | F: 93*
C/C(=C\C(=O)O)CC(=O)O
  A: 1 | B: 8 | C: 15 | D: -19 | E: 13 | F: 3
CC(C)(Br)CS(=O)(=O)c1ccccc1
  A: 30 | B: 14 | C: 38 | D: 6 | E: -20 | F: 29

Quoted at random: 2 compounds from above.
Letters: A = mlh1 rad18; B = yeast bub3; C = yeast rad50; D = yeast mec2-1; E = cln2 rad14; F = yeast sgs1 mgt1
C=CCOc1ccn(CC=C)c(=O)n1
  A: -2 | B: 1 | C: -7 | D: 40 | E: -38 | F: 15
COc1ccc(CCNC(=O)[C@H]2CCCC[C@@H]2CCO)cc1OC
  A: -9 | B: -43 | C: 16 | D: 11 | E: 3 | F: -47

Continued:
Letters: A = mlh1 rad18; B = yeast bub3; C = yeast rad50; D = yeast mec2-1; E = cln2 rad14; F = yeast sgs1 mgt1
Cc1cc(O)c2c(c1O)C(=O)c1cccc(O)c1C2=O
  A: 15 | B: -10 | C: 8 | D: -21 | E: 25 | F: 22
CCC1(c2ccccc2)Sc2ccccc2-n2cccc2C1=O (configuration not stated)
  A: 36 | B: 20 | C: 19 | D: 6 | E: 25 | F: 10
Brc1ccc[n+](CCc2ccccc2)c1
  A: 10 | B: 6 | C: -3 | D: 15 | E: 8 | F: -7
Cc1ccc(CCO)cc1
  A: 0&-3 | B: -6&-5 | C: 3&2 | D: 3&1 | E: -47&0 | F: -28&7
CCC(CC)(CC#N)C1CCCCC1
  A: -8 | B: -3 | C: -1 | D: 0 | E: -14 | F: -1
CCCCN(CCCC)CC(O)c1cc(-c2ccc(Cl)cc2)nc2c(Cl)cc(Cl)cc12 (configuration not stated)
  A: 29 | B: 0 | C: 26 | D: 5 | E: 18 | F: 10
NC(N)=NS(=O)(=O)c1ccc(Nc2c3ccccc3nc3c(C(=O)N4CCN(CCO)CC4)cccc23)cc1
  A: -11 | B: -5 | C: 0 | D: -8 | E: 22 | F: 3
CCCCCCCCCCCC(=O)N/N=C(\C)c1cccc2ccccc12
  A: 84* | B: 44 | C: 87* | D: 84* | E: 60 | F: 94*
[Cl][Pt+2][Cl].[NH-]C1CCC1[NH-] (configuration not stated)
  A: 10 | B: -4 | C: 5 | D: -9 | E: -24 | F: -12
C[n+]1c(-c2ccc(/C=N/NC(=O)c3ccc(C(=O)N/N=C/c4ccc(-c5cn6ccccc6[n+]5C)cc4)cc3)cc2)cn2ccccc21
  A: 92* | B: 70 | C: 81* | D: 49 | E: 51 | F: 71*
O=[N+]([O-])c1ccc(/C(=C\c2ccccc2)Cn2ccnc2)cc1
  A: 75* | B: 82* | C: 71* | D: 77* | E: 65 | F: 71*
N#Cc1c(-c2ccccc2)nc(-c2ccccc2)sc1=S
  A: 74* | B: 48 | C: 12 | D: -1 | E: 5 | F: 42
CC(=O)CSCc1ccccn1
  A: -2 | B: 23 | C: 5 | D: 15 | E: 10 | F: -19
O=C(CC(=O)N1N=C(N(c2ccccc2)c2ccccc2)CC1c1ccccc1)Nc1ccccc1 (configuration not stated)
  A: 0 | B: 0 | C: 17 | D: 6 | E: 8 | F: -2
O=C(c1ccc(Cl)cc1Cl)C(Cl)Cl
  A: 88* | B: 89* | C: 84* | D: 86* | E: 54 | F: 84*
CCOC(=O)CN(c1c(C)cc([N+](=O)[O-])c2ccccc12)S(=O)(=O)c1ccccc1
  A: 12 | B: 17 | C: 50 | D: 14 | E: 7 | F: 34
CCCCOC(=O)NC(=O)c1cn(C2CCCCC2)c(=O)[nH]c1=O
  A: 0 | B: -4 | C: -23 | D: -9 | E: 6 | F: -23
CC(C)(C)OC(=O)NC(Cc1c[nH]c2ccccc12)C(=O)NC(CS)C(=O)NN (configuration not stated)
  A: 27 | B: -1 | C: 39 | D: 19 | E: 31 | F: 19
NC(=O)N1CC=CCN1C(N)=O
  A: -5 | B: 1 | C: 6 | D: -2 | E: 2 | F: -14
CN(C)c1ccc(C(=O)c2ccc(N(C)C)c(N)c2)cc1N
  A: -10 | B: 7 | C: -9 | D: -21 | E: -20 | F: -6
Clc1ccc(/C=N/N=C/c2ccc(Cl)cc2)cc1
  A: -18&-33 | B: 6&-33 | C: -17&-52 | D: -16&-29 | E: -20&-23 | F: -20&-42
Cc1cc(S(=O)(=O)Nc2nc(N)nc(N3CCOCC3)n2)c(SCC(=O)O)cc1Cl
  A: 18 | B: 6 | C: 6 | D: 19 | E: 13 | F: 15
O=C1C(Br)CCC1(c1ccccc1)c1ccccc1 (configuration not stated)
  A: 98* | B: 96* | C: 97* | D: 97* | E: 79* | F: 98*
CCCCc1ccc(Nc2c(C(=O)O)cnc3cc4c(cc23)OCO4)cc1
  A: -10 | B: -7 | C: -7 | D: -12 | E: -73 | F: -13
O=Cc1cc2ccccc2c2ccccc12
  A: -5 | B: 0 | C: -23 | D: -24 | E: -17 | F: 5

Part of the list above, tab-delimited.
Molecule	mlh1 rad18	yeast bub3	yeast rad50	yeast mec2-1	cln2 rad14	yeast sgs1 mgt1
Cc1cc(S(=O)(=O)Nc2nc(N)nc(N3CCOCC3)n2)c(SCC(=O)O)cc1Cl	18	6	6	19	13	15
CCCCCCCCCC(=O)CC(=O)c1ccc(O)cc1O	88*	89*	87*	90*	89*	90*
C/C(=C\C(=O)O)CC(=O)O	1	8	15	-19	13	3
O=C(c1ccc(Cl)cc1Cl)C(Cl)Cl	88*	89*	84*	86*	54	84*

(further entries)
Letters: A = mlh1 rad18; B = yeast bub3; C = yeast rad50; D = yeast mec2-1; E = cln2 rad14; F = yeast sgs1 mgt1
C/C=C/C/C=C/CCC(=O)C1OC1C(N)=O (configuration not stated)
  A: 92* | B: 92* | C: 92* | D: 93* | E: 91* | F: 93*
OCc1nnn2c1CCC2
  A: -6 | B: 10 | C: 5 | D: 0 | E: 11 | F: -2
COc1ccc2c(c1)c(-c1cc3ccccc3oc1=O)cn2C(=O)c1ccc(Cl)cc1
  A: -19 | B: -1 | C: 2 | D: 3 | E: 4 | F: -9
NC(=O)CC[C@H]1C(=O)N=C(N)N1C(=O)OCc1ccccc1
  A: -15 | B: -17 | C: -2 | D: -5 | E: -12 | F: -6
COc1cccc(/C=C(\NC(C)=O)c2nc3ccc(Cl)cc3[nH]2)c1
  A: 8 | B: -4 | C: 2 | D: -1 | E: 2 | F: 9
O=CNN(C=O)c1ccccc1
  A: -12 | B: 0 | C: -7 | D: -20 | E: -2 | F: -12
Clc1ccc(SSN2CCCCC2)cc1
  A: 88* | B: 78* | C: 89* | D: 80* | E: 7 | F: 88*
NNC(=O)COc1ccccc1
  A: -14 | B: 1 | C: 18 | D: 7 | E: -3 | F: 1
O=C1C=C(O)c2cc(Br)ccc2C1=O
  A: 34 | B: 34 | C: 30 | D: 47 | E: 14 | F: 33
O=[N+]([O-])c1ccc(-c2ccc(-c3csc(Nc4ccccn4)n3)o2)cc1
  A: 35 | B: 18 | C: 19 | D: -30 | E: 37 | F: 13
COc1ccc(OC)c(CC(Cl)(C#N)C#N)c1
  A: 100* | B: 100* | C: 98* | D: 100* | E: 99* | F: 100*
O=C1c2ccccc2C(=O)c2sc(Nc3ccccc3Cl)nc21
  A: 86* | B: 90* | C: 90* | D: 91* | E: 91* | F: 94*
NC(C(=O)O)c1ccc([N+](=O)[O-])cc1 (configuration not stated)
  A: -15 | B: 0 | C: 0 | D: -14 | E: 7 | F: 9
CN(C)/C(=N\N=C(/c1ccc(Cl)cc1)N(C)C)c1ccc(Cl)cc1
  A: -19 | B: -11 | C: -16 | D: -8 | E: -25 | F: 1
C=C(C)C#CC(O)(C(=O)OC1CCN(C)CC1)C(C)C (configuration not stated)
  A: -22 | B: 21 | C: -8 | D: -14 | E: 7 | F: -21
O=c1[nH]c(=O)c2cc(Cl)cc(Cl)c2[nH]1
  A: 7 | B: 9 | C: -2 | D: -15 | E: 14 | F: -1
COC1CCC(OS(C)(=O)=O)C(C)O1 (configuration not stated)
  A: 10 | B: -39 | C: 17 | D: -46 | E: -2 | F: 5
CC(=O)C1(c2ccccc2)C(C)(C)C(C)(C)C(=O)C(C)(C)C1(C)C
  A: 22 | B: 13 | C: 19 | D: 8 | E: 17 | F: 15
CCOCc1nc(NC(C)=O)nc(NC(C)=O)c1-c1ccc(Cl)cc1
  A: -24 | B: 5 | C: -1 | D: 7 | E: -6 | F: -14
Cc1oc(C)c2c1C(=O)c1ccccc1C2=O
  A: 18 | B: 3 | C: -3 | D: -15 | E: 11 | F: 25
COC(=O)c1c[nH]c(=O)cc1O
  A: -6 | B: -9 | C: -2 | D: -8 | E: -24 | F: -2

Single entries from above.
COC(=O)c1c[nH]c(=O)cc1O – yeast sgs1 mgt1 = -2
NC(=O)CC[C@H]1C(=O)N=C(N)N1C(=O)OCc1ccccc1 – yeast mec2-1 = -5
O=CNN(C=O)c1ccccc1 – cln2 rad14 = -2
C/C=C/C/C=C/CCC(=O)C1OC1C(N)=O (configuration not stated) – yeast rad50 = 92*
C=C(C)C#CC(O)(C(=O)OC1CCN(C)CC1)C(C)C (configuration not stated) – cln2 rad14 = 7
Cc1oc(C)c2c1C(=O)c1ccccc1C2=O – yeast rad50 = -3
CCOCc1nc(NC(C)=O)nc(NC(C)=O)c1-c1ccc(Cl)cc1 – yeast mec2-1 = 7
